Source: PubChem BioAssay (several laboratories)
PLAP act – PLAP enzyme activators, biochemical, luminescence, HTS; activation fold at 20 µM; purified PLAP enzyme, luminescent substrate read-out; stronger effect = higher value; AID 696, 2007; Alkaline phosphatase, placental type (Homo sapiens), P05187; actives 1.2% (n = 96,000); in the data active means activation fold above about 2
Rev-RRE block – HIV-1 Rev-RRE binding inhibitors, primary screen, biochemical, FRET, protein-RNA interaction. actives 0.79% (n = 97,000). P05866. Rev peptide-RRE RNA binding. inhibition, % at 8 µM. AID 704, 2007;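 active means inhibition above the screen-wide mean plus 3 SD, cut at about 35% in these data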;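 further: 0% = median DMSO wells and 100% = median Neomycin B control wells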
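System: Cy5-labelled duplex RRE RNA binding fluorescein-labelled HIV Rev peptide; Signal: fluorescein-to-Cy5 FRET, 480 nm excitation; Also added: labelled Rev peptide; Compound: one concentration, 8 µM nominal; Buffer or medium: HEPES pH 7.5 salt buffer with EDTA; Read-out: % inhibition of FRET ratio versus controls; Schedule: 5 min preincubation and 15 min binding, 25 °C.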
PLK1 kinase inh – human PLK1 kinase inhibitors, primary screen, biochemical, TR-FRET. inhibition, % at 10 µM. actives 0.53% (n = 97,000). Serine/threonine-protein kinase PLK1 (Homo sapiens), P53350. recombinant PLK1 kinase, TR-FRET peptide phosphorylation. AID 619, 2007;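 active means inhibition of 50% or more in the single-concentration screen; inactive means inhibition below 50%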;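 further: 0% = DMSO max control and 100% = H-89 dihydrochloride min control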
Target sequence (P53350 whole entry, looked up): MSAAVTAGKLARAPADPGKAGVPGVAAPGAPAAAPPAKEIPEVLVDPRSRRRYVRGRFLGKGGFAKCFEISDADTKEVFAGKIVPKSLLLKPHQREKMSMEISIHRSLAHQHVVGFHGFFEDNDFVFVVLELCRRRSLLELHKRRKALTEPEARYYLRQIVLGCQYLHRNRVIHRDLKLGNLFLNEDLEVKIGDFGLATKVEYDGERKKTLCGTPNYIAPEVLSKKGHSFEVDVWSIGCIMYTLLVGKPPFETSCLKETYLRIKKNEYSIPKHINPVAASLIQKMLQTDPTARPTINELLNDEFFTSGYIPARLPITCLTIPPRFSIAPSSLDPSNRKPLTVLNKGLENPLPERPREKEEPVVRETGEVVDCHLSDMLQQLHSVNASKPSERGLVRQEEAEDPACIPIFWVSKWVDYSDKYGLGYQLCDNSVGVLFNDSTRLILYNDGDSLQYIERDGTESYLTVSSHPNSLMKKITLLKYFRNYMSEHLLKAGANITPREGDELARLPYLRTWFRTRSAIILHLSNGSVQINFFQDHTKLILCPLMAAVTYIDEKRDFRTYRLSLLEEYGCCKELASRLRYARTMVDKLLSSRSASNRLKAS
CYP2C19 inhib – blockers of cytochrome P450 2C19 activity – biochemical, luminescence, ADME assay, primary screen. P33261. actives 21% (n = 96,000). inhibition, % at 5 µM. AID 778, 2007. CYP2C19 Supersomes, luciferin-H EGE luminescence, 30 min;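 active means CYP2C19 inhibition above a set limit at 5 µM in the primary screen, cut at about 50% in these data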;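 further: plate controls were negative control wells for no effect and 2.5 mM tranylcypromine positive control for full effect; values of inactives mirror those of a sister screen read the other way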
PLK1 PBD inh – Plk1 polo box domain binding inhibitors, primary screen, biochemical, fluorescence polarization; Serine/threonine-protein kinase PLK1 (Homo sapiens), P53350; Plk1 PBD phosphopeptide binding; inhibition, %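 (tested at about 20 µM)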; actives 0.13% (n = 97,000); in the data active means inhibition above about 34%, passing the limit was not always enough
EphB4 ephrin blk – EphB4-ephrin-B2 interaction antagonists, primary screen, biochemical, TNYL-RAW peptide probe, fluorescence polarization | EphB4 LBD / TNYL-RAW-Alexa532 peptide | inhibition, % at 7 µM | actives 0.15% (n = 97,000) | AID 720, 2007;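 active means inhibition above the screen-wide mean inhibition plus 3 SD, cut at about 15% in these data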;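 further: 0% = DMSO wells and 100% = excess unlabeled TNYL-RAW peptide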
CYP2C19 act – human CYP2C19 activators, primary screen, biochemical, luminescence. AID 1025, 2008. Cytochrome P450 2C19 (Homo sapiens), P33261. recombinant CYP2C19, luciferin-H EGE luminescence; stronger effect = higher value; 0 = fully inhibited enzyme, 1 = untreated enzyme. 96,000 tested, under 10 active. activation factor at 5 µM;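 active means activation factor of at least 2 at 5 µM in the primary screen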;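 further: 0 = wells with 2.5 mM tranylcypromine and 1 = vehicle-only wells; values of inactives mirror those of a sister screen read the other way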
CYP2C9 inh – blockers of cytochrome P450 2C9 activity – biochemical, luminescence, ADME assay, primary screen | P11712 | CYP2C9 Supersomes, luciferin-H conversion | inhibition, % at 5 µM | actives 20% (n = 96,000);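 active means blocking of liver enzyme CYP2C9 beyond about 50% at 5 µM, limit read from the data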; further: values of inactives mirror those of a sister screen read the other way
Target sequence (P11712 whole entry, looked up): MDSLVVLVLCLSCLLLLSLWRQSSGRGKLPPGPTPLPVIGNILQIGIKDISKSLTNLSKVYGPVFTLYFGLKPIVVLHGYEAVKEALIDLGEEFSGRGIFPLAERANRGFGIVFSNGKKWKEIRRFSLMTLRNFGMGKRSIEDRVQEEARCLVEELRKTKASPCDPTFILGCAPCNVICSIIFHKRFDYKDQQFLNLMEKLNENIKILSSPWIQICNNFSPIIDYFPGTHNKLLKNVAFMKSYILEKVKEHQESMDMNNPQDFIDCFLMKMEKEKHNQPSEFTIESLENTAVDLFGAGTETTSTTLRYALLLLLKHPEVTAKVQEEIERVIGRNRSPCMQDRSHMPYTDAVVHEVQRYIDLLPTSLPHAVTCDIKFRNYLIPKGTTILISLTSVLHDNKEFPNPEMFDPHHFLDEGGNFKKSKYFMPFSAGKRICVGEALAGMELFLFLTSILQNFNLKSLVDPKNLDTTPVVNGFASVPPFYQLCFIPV
CYP2C9 act – human CYP2C9 activators, primary screen, biochemical, luminescence | actives 1.4% (n = 96,000) | recombinant CYP2C9, luciferin-H conversion; stronger effect = higher value; factor 1 = untreated enzyme, 0 = blocked | activation factor at 5 µM;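 active means activation factor of 2 or more for CYP2C9 at a 5 µM dose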;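 further: 0 = sulfaphenazole-blocked wells and 1 = vehicle-only wells; values of inactives mirror those of a sister screen read the other way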
* hit, by the source's call; x = no result given.

entry	smiles	PLK1 kinase inh	CYP2C19 act	CYP2C9 inh	PLK1 PBD inh	EphB4 ephrin blk	CYP2C9 act	PLAP act	CYP2C19 inhib	Rev-RRE block
1	COc1ccc(-n2c(C)c(C(C)=O)c(C(C)=O)c2C)cc1	-5	0.7	0	-2	4	1	0.8	27	2
2	COc1ccc(Nc2nc(N3CCCCC3)nc(N3CCCCC3)n2)c(OC)c1	x	0.9	11	x	x	0.9	1.6	7	x
3	CC(C)=C1C2CCC1C1C(=O)N(c3nc(-c4ccc(C(C)C)cc4)c(C)s3)C(=O)C21 (stereo unspecified)	-19	1.1	20	6	6	0.8	0.9	-9	6
4	Cc1ccccc1CSc1nnc(C)c(=O)[nH]1	-3	1.1	63*	14	-1	0.4	1.2	-14	11
5	CCCN1C(=O)c2cc(C(=O)NC3CCCCCC3)ccc2C1O (stereo unspecified)	5	1	-7	-10	-7	1.1	0.9	2	-1
6	COc1ccccc1C1CN(c2ccc(F)cc2F)N=C1c1cccs1 (stereo unspecified)	-20	0.3	91*	-5	-5	0.1	1.1	70*	7
7	Cc1ccc(Cl)cc1NC(=O)CC(O)(C(F)(F)F)C(F)(F)F	-7	0.3	37	-11	5	0.6	0.9	75*	10
8	CC(=O)N(C(C)=O)c1cccc2c(N(C(C)=O)C(C)=O)cccc12	-14	1	-1	17	-4	1	0.9	2	3
9	COC(=O)C(Cc1ccc(OC(=O)c2ccccc2C)cc1)N1Cc2ccccc2C1=O (stereo unspecified)	4	0.9	26	-16	1	0.7	1.4	8	-1
10	COc1ccc(OC)c(S(=O)(=O)Nc2cccc(F)c2)c1	-38	0.1	68*	17	6	0.3	1	89*	3
11	COC(=O)CSc1nc(N)c2c3c(sc2n1)CCCC3	x	0.1	65*	x	x	0.3	1.4	86*	x
12	NC(=O)C(c1ccccc1)C1CCCCC1 (stereo unspecified)	-4	0.6	16	0	10	0.8	0.9	38	5
13	O=C(NCc1ccc(F)cc1)c1cc2c(s1)CCCC2	-13	0.6	53*	-8	1	0.5	0.5	36	28
14	CC(C)Cn1c(-c2ccccc2F)n[nH]c1=S	-17	0.2	46	-18	-5	0.5	1.8	81*	3
15	O=S(=O)(NCC(c1cccnc1)N1CCN(Cc2ccccc2)CC1)c1ccccc1 (stereo unspecified)	-3	x	x	-9	5	x	x	x	11
16	Cn1c(CCNC(=O)C(C)(C)C)nc2ccccc21	-12	0.7	7	-28	-1	0.9	1	26	4
17	CCOC(=O)CSc1nnc(CNc2nc(-c3ccccc3)cs2)n1C	-3	0.7	-2	-6	0	1	1.2	35	2
18	CCCCCNC(=O)CN(c1ccc2c(c1)OCO2)S(C)(=O)=O	-3	0.5	10	14	-4	0.9	1	46	-3
19	COc1ccc(Cn2c(-c3ccc(OC)cc3)nc3ccccc32)cc1	-4	x	x	19	-6	x	x	x	8
20	O=C(C1CCN(S(=O)(=O)c2cccnc2)CC1)N1CCN(c2cccc(Cl)c2)CC1	-19	0.6	-13	20	-3	1.1	1.3	42	8

Next results follow:
entry	smiles	PLK1 kinase inh	CYP2C19 act	CYP2C9 inh	PLK1 PBD inh	EphB4 ephrin blk	CYP2C9 act	PLAP act	CYP2C19 inhib	Rev-RRE block
21	O=C(Nc1ccc(S(=O)(=O)NCc2ccccc2)cc1)Nc1ccc2c(c1)OCO2	-6	0.8	49	19	-8	0.5	0.8	19	7
22	Cc1nnc(N/N=C/c2cc([N+](=O)[O-])c(N3CCC(C)CC3)cc2N2CCC(C)CC2)n1N	-1	0.9	21	-3	11	0.8	1.6	12	7
23	N#Cc1nc(N)nc(N(c2ccccc2)c2ccccc2)n1	-9	0.9	20	-15	-2	0.8	1	10	-1
24	COC(=O)[C@H](C)NC(=O)NCc1ccccc1F	-7	0.9	10	2	9	0.9	0.9	6	6
25	NS(=O)(=O)c1ccc(CCNC(=O)c2cncc(Br)c2)cc1	-15	1.1	26	12	2	0.7	1.1	-9	11
26	CN=C(NC#N)SCC(=O)c1ccc(Cl)cc1Cl	62*	0.2	96*	9	2	0	1.6	82*	0
27	Cc1ccc(NC(=O)C(=O)NNC(=O)c2ccccc2C)cc1Cl	-5	0.9	-17	-3	5	1.2	1.5	9	1
28	Cc1cc(-n2c(C)cc(C(=O)CN3C(=O)NC4(CCCC4)C3=O)c2C)no1	-1	0.8	6	-24	0	0.9	1.1	25	-1
29	Cc1cc(Cl)ccc1OCCCC(=O)N1CCN(C)CC1	-9	0.5	-114	-20	-8	2.1*	1.3	51*	2
30	Cc1cc(NC(=O)CN2CCC(n3nnc4cc(C(F)(F)F)ccc43)CC2)no1	20	0.2	86*	-25	0	0.1	1.1	78*	2
31	O=C(Nc1ccccn1)C(=O)N1CCCCC1	-5	x	x	6	6	x	x	x	7
32	CC(=O)Nc1ccc(S(=O)(=O)N2CCN(C)CC2)cc1	0	0.9	-12	4	-1	1.1	1	6	8
33	COc1cc(NC(=O)c2ccc(COCC(F)(F)F)cc2)cc(OC)c1OC	-5	0.9	2	27	4	1	1	15	6
34	COc1ccc(-c2cc3ccccc3oc2=O)cc1NC(=O)c1ccc([N+](=O)[O-])o1	-4	0.7	38	-20	-4	0.6	1	34	4
35	CCC(=O)Nc1ccc2oc(-c3cccc(C)c3)nc2c1	-9	0.2	-23	-2	-1	1.2	1.5	83*	2
36	Cc1nc(NC(C)C)c2cnn(CCc3ccccc3)c2n1	-2	0.2	42	-13	9	0.6	1.2	77*	1
37	CC(C)(C)NC(=O)c1ccc2c(c1)N(CC(=O)N1CCN(c3ccc(F)cc3)CC1)C(=O)C(C)(C)O2	-6	0.2	60*	-26	-4	0.4	1.4	79*	-1
38	CCOC(=O)C1(C)/C(=N/Nc2ccccc2)C(=O)C(=O)N1c1ccccc1 (stereo unspecified)	-23	0.9	48	1	0	0.5	1.1	12	-5
39	Nc1ncnc2c1ncn2CCNCCc1ccccc1	11	1.1	-6	-11	-1	1.1	0.9	-7	7
40	CCS(=O)(=O)NCCc1cc2c(OC)ccc(OC)c2[nH]c1=O	-15	x	x	2	2	x	x	x	6

Following part
entry	smiles	PLK1 kinase inh	CYP2C19 act	CYP2C9 inh	PLK1 PBD inh	EphB4 ephrin blk	CYP2C9 act	PLAP act	CYP2C19 inhib	Rev-RRE block
41	O=C(Nc1ccc2c(c1)OCO2)N1CCN(c2ccccc2Cl)CC1	1	0.8	13	-4	3	0.9	0.7	24	5
42	O=C(N/N=C/C=C/c1ccccc1)c1cnccn1	-10	1	-8	-13	6	1.1	1.9	-2	6
43	Cc1ccc(-c2noc(CCC(=O)N(C)c3ccccc3C)n2)cc1	-7	0.2	94*	-13	5	0.1	1.5	82*	7
44	O=C1c2ccc(-c3nc4ccccc4o3)cc2C(=O)N1Cc1cccnc1	-12	x	x	-18	7	x	x	x	13
45	COC(=O)c1nn(-c2ccc3c(c2)CCN3C(C)=O)cc1O	-19	0.3	10	4	7	0.9	1.1	68*	7
46	O=C(OCn1nnc2ccccc2c1=O)c1cn(-c2ccccc2)nc1-c1cccnc1	-18	0.9	35	-4	-11	0.7	0.8	11	14
47	Cc1nc2nc[nH]n2c(=O)c1CC(=O)O	-9	1	-2	-28	-3	1	1	0	-1
48	CC1(C)CC(=O)C=C(NCCCN2CCCC2=O)C1	0	x	x	15	-2	x	x	x	4
49	COc1ccc(OCC(O)CN2C(=O)c3ccccc3S2(=O)=O)cc1 (stereo unspecified)	-7	0.1	49	-9	5	0.5	0.9	92*	4
50	O=C(O)c1c[nH]c2ccc(S(=O)(=O)N3CCN(c4ccc(F)cc4)CC3)cc2c1=O	x	1.1	4	x	x	1	1.4	-12	x
51	COc1ccc(C2C3=C(CC(C)(C)CC3=O)Oc3ncn(Cc4ccccc4)c(=N)c32)cc1 (stereo unspecified)	-3	0.8	45	28	4	0.6	1.4	25	19
52	CCOC(=O)c1cc(-c2ccc(Cl)cc2)nc2c1c(C)nn2CCC#N	-10	0.8	44	11	-7	0.6	1	17	5
53	CCc1c(C#N)c(N)nc(SCC(=O)OCc2ccccc2)c1C#N	-2	0.9	7	-11	5	0.9	0.9	6	17
54	COCCNC(=O)CNS(=O)(=O)c1ccc2nc(C)sc2c1	-6	1	-5	14	-4	1.1	1	-5	2
55	COCCCNC(=O)CN(c1ccc(OC)cc1)S(=O)(=O)c1ccc(NC(C)=O)cc1	-3	0.6	36	7	-4	0.6	1.2	40	0
56	CCN1C(=O)/C(=C\N(C)C)c2ccccc21	-11	x	x	10	1	x	x	x	5
57	Cc1ccc(OCC(=O)N/N=C/c2cccn2C)cc1	-6	0.8	17	15	0	0.8	0.9	16	-4
58	O=C(COc1ccc(/C=N/NS(=O)(=O)c2ccccc2)cc1)NCc1ccccc1	-3	1	17	-12	1	0.8	1.2	-4	0
59	Cc1cc(OC(=O)N2CCOCC2)cc(C)c1Cl	-4	0.9	-25	16	3	1.3	1	6	10
60	Cc1cccc(-n2cnc3cc(C(=O)N4CCCCC4)ccc32)c1	1	0.7	10	-11	5	0.9	1.2	34	11
61	COc1ccc(CC(=O)NCc2nnc(SCC(=O)N3CCN(c4ccccc4)CC3)n2C)cc1	-12	x	x	-15	-3	x	x	x	1
62	O=C1c2cccnc2C(Nc2ccccc2)N1Cc1ccco1 (stereo unspecified)	1	0.8	15	3	3	0.8	1	18	8

Exported with values under each structure: entries from further up.
Sequence of screens: PLK1 kinase inh | CYP2C19 act | CYP2C9 inh | PLK1 PBD inh | EphB4 ephrin blk | CYP2C9 act | PLAP act | CYP2C19 inhib | Rev-RRE block
41: O=C(Nc1ccc2c(c1)OCO2)N1CCN(c2ccccc2Cl)CC1
→ 1 | 0.8 | 13 | -4 | 3 | 0.9 | 0.7 | 24 | 5
42: O=C(N/N=C/C=C/c1ccccc1)c1cnccn1
→ -10 | 1 | -8 | -13 | 6 | 1.1 | 1.9 | -2 | 6

Structures shown so far containing a Cl atom:
entry	smiles	PLK1 kinase inh	CYP2C19 act	CYP2C9 inh	PLK1 PBD inh	EphB4 ephrin blk	CYP2C9 act	PLAP act	CYP2C19 inhib	Rev-RRE block
7	Cc1ccc(Cl)cc1NC(=O)CC(O)(C(F)(F)F)C(F)(F)F	-7	0.3	37	-11	5	0.6	0.9	75*	10
20	O=C(C1CCN(S(=O)(=O)c2cccnc2)CC1)N1CCN(c2cccc(Cl)c2)CC1	-19	0.6	-13	20	-3	1.1	1.3	42	8
26	CN=C(NC#N)SCC(=O)c1ccc(Cl)cc1Cl	62*	0.2	96*	9	2	0	1.6	82*	0
27	Cc1ccc(NC(=O)C(=O)NNC(=O)c2ccccc2C)cc1Cl	-5	0.9	-17	-3	5	1.2	1.5	9	1
29	Cc1cc(Cl)ccc1OCCCC(=O)N1CCN(C)CC1	-9	0.5	-114	-20	-8	2.1*	1.3	51*	2
41	O=C(Nc1ccc2c(c1)OCO2)N1CCN(c2ccccc2Cl)CC1	1	0.8	13	-4	3	0.9	0.7	24	5
52	CCOC(=O)c1cc(-c2ccc(Cl)cc2)nc2c1c(C)nn2CCC#N	-10	0.8	44	11	-7	0.6	1	17	5
59	Cc1cc(OC(=O)N2CCOCC2)cc(C)c1Cl	-4	0.9	-25	16	3	1.3	1	6	10
